# Screening data from PubChem.
# ALOX12 inh = blocks human arachidonate 12S-lipoxygenase. purified 12hLO, xylenol orange hydroperoxide absorbance. Potency, µM (series often up to 108 µM), for inactives: at the highest dose activity change, negative = inhibition, most hits filed as inhibitors. 580,000 compounds, 1.1% hits. AID 1671190; active means well fitted inhibition curve with a large enough effect; inconclusive means small, poorly fitted or top-dose-only effect, or another doubt; inactive means no such curve, though single readings can be large or run the other way
# Target sequence (P18054 whole entry, looked up): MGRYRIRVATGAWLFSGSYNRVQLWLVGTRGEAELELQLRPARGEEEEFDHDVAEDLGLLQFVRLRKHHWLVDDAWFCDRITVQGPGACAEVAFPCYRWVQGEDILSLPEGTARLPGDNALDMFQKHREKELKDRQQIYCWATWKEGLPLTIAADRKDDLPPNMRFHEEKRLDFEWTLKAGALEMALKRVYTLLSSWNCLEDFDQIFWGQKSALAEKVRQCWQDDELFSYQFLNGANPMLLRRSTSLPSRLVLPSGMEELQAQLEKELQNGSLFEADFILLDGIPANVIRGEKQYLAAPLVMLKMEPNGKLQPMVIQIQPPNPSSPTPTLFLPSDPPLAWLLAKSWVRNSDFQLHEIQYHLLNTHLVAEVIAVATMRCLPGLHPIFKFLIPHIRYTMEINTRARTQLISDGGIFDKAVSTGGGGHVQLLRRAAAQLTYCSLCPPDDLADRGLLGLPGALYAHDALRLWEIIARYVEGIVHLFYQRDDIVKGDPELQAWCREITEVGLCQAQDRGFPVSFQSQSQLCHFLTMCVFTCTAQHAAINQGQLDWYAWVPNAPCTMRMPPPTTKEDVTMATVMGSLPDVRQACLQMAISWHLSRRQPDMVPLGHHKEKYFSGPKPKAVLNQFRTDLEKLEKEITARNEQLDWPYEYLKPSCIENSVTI
#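 Purified human 12hLO (150 nM final) in 25 mM Hepes, 0.01% Triton X-100, pH 7.0 was preincubated 15 min at room temperature with compound. Then 40 uM arachidonic acid was added, 30 min. Hydroperoxide was read by Fe-XO absorbance ratio 573/405 nm.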
# Active calls of the source: *; ? = inconclusive; [ ] = dose if it differs, or a comment. On the % scale 0 is the no-effect control and ±100 the full control effect; potency means the concentration at half of the fitted maximal effect. The list is partial; the hit share may differ from the screen's.
ALOX12 inh | Compound
18% | CS(=O)(=O)N1CCCN(C(=O)C2CCCCC2)c2ccccc21
31% | O=C(O)CCCc1ccc(Cl)c(Cl)c1
21% | CCc1ccc2oc(=O)cc(CN3CCC4(CC3)OCCO4)c2c1
-21% | O=C([C@@H]1C[C@H](F)CN1S(=O)(=O)c1ccccc1)N1CCc2ccccc2C1
20% | Cc1cn2nc(C(=O)NC3CCc4ccccc43)cc2c(N2CCCC2)n1 (stereo not drawn)
15% | CCNc1cc(N2CCC(CCC(=O)NCCc3cccnc3)CC2)ncn1
3% | CC(=O)c1ccc(C(C)(C)C)cc1NC(=O)c1ccccc1
16% | COC(=O)[C@H]1CCCN1C(=O)[C@@H]1C[C@H](NC(=O)NC2CCCCC2)CN1C(=O)CSC
-11% | C=CCn1c(NCCN(C)C)nc2c1c(=O)[nH]c(=O)n2C
17% | CC(=O)c1ccc(OCc2ccccc2)cc1C
6% | Cc1oc2ncnc(N3CCC(C(=O)Nc4ccc(Cl)cc4F)CC3)c2c1C
-13% | CSc1ccc(CN(C)C(=O)CN2CCC(c3nc4ccccc4s3)CC2)cc1
22% | CN(C)CCN(Cc1ccc(F)cc1)C(=O)c1ccc(S(C)(=O)=O)cc1
27% | COc1ccc(Cl)cc1C(=O)NC1CCN(c2cc(-c3cccs3)[nH]n2)CC1
-3% | CN(Cc1nccs1)C(=O)CC(c1ccccc1)c1cccc(Cl)c1 (stereo not drawn)
45µM* | Cc1ccc(S(=O)(=O)c2c(C)c(C)n(Cc3ccco3)c2N)cc1
30% | O=C(NCc1ccc(F)cc1)N1C[C@@H](CN2CCOCC2)[C@@H](CO)C1
-1% | CC1CCCc2c1nc1sc3c(c1c2-c1cccc(F)c1)CCCC3 (stereo not drawn)
62%[activator] | CCOc1cc(=O)n2c(c1C(=O)Nc1cc(C)ccc1OC)CCCC2
14µM* | CC1=CC(=O)C(C(=O)/C=C/c2ccc(C)s2)C(=O)O1 (stereo not drawn)
-21% | CCN=C1NC(c2ccc(F)cc2)C(C(=O)OC)=C(C)N1Cc1ccccc1C(F)(F)F (stereo not drawn)
45µM* | COc1ccc(-c2[nH]nc3c2C(c2ccc4c(c2)OCO4)CC(=O)O3)cc1 (stereo not drawn)
14%[176 µM] | COC(=O)[C@@H]1Cc2ncn(C(C)C)c2CN1S(=O)(=O)c1ccc(F)cc1
15% | CC(=O)N(C1CCOCC1)C1CCN(S(=O)(=O)c2cc(F)ccc2C)CC1
5% | Cn1cnc(S(=O)(=O)N2CCC(Oc3ccc(-c4noc(C5CC5)n4)cc3)C2)c1 (stereo not drawn)
36% | COC1C(=O)N(c2cccc(F)c2)C12CCN(S(=O)(=O)c1c(C)nn(C)c1C)CC2 (stereo not drawn)
33%[activator] | COc1ccc(-c2nc(CC3CCNC3)no2)cc1 (stereo not drawn)
33% | O=C(c1ccnnc1)N1CC(F)(F)C[C@H]1c1nc(-c2ccncc2)no1
-28% | COC(=O)c1c(C)cccc1NCC(=O)NC(=O)NC(C)(C)C
4% | O=C(Nc1ccc2oc(-c3cccc(F)c3)nc2c1)c1ccc([N+](=O)[O-])o1
-9%[176 µM] | Cc1ccccc1CN1Cc2nc(-c3ccsc3)ccc2OCC1=O
2% | COc1ccc(OC)c(NC(=O)N(C)CCc2noc(C(=O)NCc3ccccc3)n2)c1
31%[activator] | Cc1ccc(C(=O)N2CCC(F)(c3nc(-c4ccncc4)no3)CC2)s1
? | COc1ccc(C(C)(C)C)cc1-c1csc(N)n1
31% | Cc1cccc(-c2ocnc2C(=O)N2CCC3(CCC(=O)N(CC4CC4)CC3)CC2)c1
9%[6.33 µM] | COc1ccc(CN2CCC3(C2)C(=NC2CCCC2)NC(=O)N3c2cc(F)cc(F)c2)cc1 (stereo not drawn)
-67% | CCOCCCNc1nc2c(c(=O)[nH]c(=O)n2C)n1CCOCC
? | Cc1ccccc1CCC1CCCNC1 (stereo not drawn)
10% | O=C(NCc1ccccn1)C1CCCN(C2CCN(S(=O)(=O)C3CC3)CC2)C1 (stereo not drawn)
9% | O=C(C[C@@H]1CCNC[C@@H]1Cc1cc(CN2CCOCC2)on1)N1CCC(Cc2ccccc2)CC1
-6% | CCN1c2cc(C(=O)NCc3cccc(OC)c3)ccc2C(=O)N2CCCCCC21 (stereo not drawn)
49%[activator][176 µM] | Cn1ccc2c(C(=O)NCc3cnccn3)nc(-c3cccc(N4CCOCC4)c3)cc21
-35% | COc1ccc(-c2nc3ccccc3c(=O)n2CCOc2ccccc2OC)cc1
-1% | O=C(O)CCNS(=O)(=O)c1ccc(Br)cc1
12% | C=CCN(CC#CC(=C)C)Cc1ccccc1
? | Cc1nc(C)c(-c2csc(Nc3ccc(N(C)C)cc3)n2)s1
-1% | O=C(NNC(=O)C1CCCc2ccccc21)c1ccc(F)cc1 (stereo not drawn)
-10% | Cc1ccc(C2=NC3(CCN(C(=O)c4cccc(F)c4)CC3)ON2)cc1
53%[activator] | COc1ccc(CN2CC3(CCN(S(=O)(=O)c4c(C)noc4C)CC3)C2=O)cc1
-12% | Cc1cc(C(C)(C)C)cc(C)c1S(=O)(=O)N1CCN(Cc2nc3ccccc3c(=O)[nH]2)CC1
30%[176 µM] | CN(C1CCc2ccccc21)S(C)(=O)=O (stereo not drawn)
7% | COc1ccc(-c2noc([C@@H]3CCCN3C(=O)CCc3ccccc3)n2)cc1
0% | Cc1cc2oc(=O)cc(CN(C)Cc3cccs3)c2cc1Cl
3%[176 µM] | CC(=O)Nc1ccc(S(=O)(=O)N2CC[C@H](c3nc4ccccc4o3)C2)cc1
0%[6.33 µM] | COc1cccc([S+](=O)([O-])N2CC(Oc3ccc(F)cc3F)C2)c1
-2% | CCCn1nc(C(=O)N2CCN(c3ccccc3)CC2)c2ccccc2c1=O
3.5µM* | Cc1cnc(-c2ccncc2)n1CCN
-17% | O=C(O)[C@@H]1CN(C(=O)CCn2ccc(=O)[nH]c2=O)C[C@H]1c1cccc(F)c1
-20% | Cc1ccc(CN2CCCc3nc(C)nc(-c4ccc(O)cc4)c3C2)cc1
0% | CN1C(=O)CCC2(CNC(=O)c3n[nH]c(=O)c4ccccc34)CCC=C12 (stereo not drawn)

# Pulled by compound from the list above, 3 records:
ALOX12 inh | Compound
31%[activator] | Cc1ccc(C(=O)N2CCC(F)(c3nc(-c4ccncc4)no3)CC2)s1
-67% | CCOCCCNc1nc2c(c(=O)[nH]c(=O)n2C)n1CCOCC
-2% | CCCn1nc(C(=O)N2CCN(c3ccccc3)CC2)c2ccccc2c1=O

# Rewritten with tabs: entries from further up
structure	ALOX12 inh
O=C(Nc1ccc2oc(-c3cccc(F)c3)nc2c1)c1ccc([N+](=O)[O-])o1	4%
Cc1ccccc1CN1Cc2nc(-c3ccsc3)ccc2OCC1=O	-9%[176 µM]
COc1ccc(OC)c(NC(=O)N(C)CCc2noc(C(=O)NCc3ccccc3)n2)c1	2%
Cc1ccc(C(=O)N2CCC(F)(c3nc(-c4ccncc4)no3)CC2)s1	31%[activator]

# (further entries)
ALOX12 inh | Compound
31%[activator] | Cc1cc(Cl)ccc1NC(=O)N1CCC(n2cnnc2C2CC2)C1 (stereo not drawn)
? | COc1ccccc1C(=O)NC1CCC(C)CC1 (stereo not drawn)
27% | COc1ccc(-c2nc3c(c(=O)[nH]2)CCN(C(=O)c2ccc(OC)nc2)C3)cc1
? | CN(Cc1cccs1)[C@H]1CC[C@@]23CCCN2C(=O)CCC[C@H]3[C@H]1Cc1ccccc1
0.32µM* | c1cncc(CN2CCN(Cc3c[nH]c4ccccc34)CC2)c1
-3% | C=CCNc1nc(-c2ccc(S(=O)(=O)N3CCCCCC3)cc2)cs1
1% | Cc1c(CN(C)Cc2cccc(C(=O)Nc3ccc(C#N)cc3)c2)cnn1C
52%[activator] | CCn1cnnc1CC1CCCN(C(=O)CCc2ccccc2)C1 (stereo not drawn)
23% | O=C(NC1CCCC1)c1ccc(I)cc1
-27% | CCSc1nc2c(c(=O)[nH]1)C(C(=O)Nc1cccc(Cl)c1)CC(=O)N2 (stereo not drawn)
39%[176 µM] | CN(Cc1ccccc1C(F)(F)F)C(=O)Nc1ccccc1
37%[activator] | O=C(c1cccc(F)c1)N1CCN(c2cc(-c3ccc(Cl)cc3)[nH]n2)CC1
15% | O=C(c1cccc(F)c1)N1C[C@@H](CO)[C@H](c2nc(C3CC3)no2)C1
-10% | CC(C)(C)NC(=O)NCC(=O)N1CCc2ccccc21
13% | COCCNC(=O)C1c2ccccc2C(=O)N(Cc2ccccc2)C12CCCC2 (stereo not drawn)
22% | CCN(CC)c1ccc(-c2nnc(SCCS(=O)(=O)c3ccccc3)o2)cc1
-15% | O=C(NCCNc1cccnc1)C1CCC(=O)N(C2CC2)C1 (stereo not drawn)
72%[activator][176 µM] | COc1ccc(-c2cc3c(cn2)CN(CCc2ccccc2)CCN3)cc1OC
? | Cc1cnc(CCNC(=O)Cc2ccccc2)n1CC1CC1
7% | O=C(COC(=O)CCC1CCCCC1)Nc1ccc2c(c1)OCO2
103%[activator] | C[C@@]1(O)CCN(Cc2cccc(F)c2)C[C@H]1N1CCCC1
27%[176 µM] | COc1ccc2c(c1)CCN=C2C[C@H]1CN(C(=O)Nc2ccccc2)CC[C@H]1CC(=O)O
-7% | CC(C)(C)C(=O)Oc1ccc2c(c1)O/C(=C\c1cccnc1)C2=O
36%[activator][176 µM] | O=[S+]([O-])(Nc1ccccc1)c1ccc2c(c1)OCCN(Cc1ccncc1)C2
-1%[6.33 µM] | COc1ccc(-c2cc(C(=O)NC3CC3)c3c(C4CCCN4)nn(C)c3n2)cc1 (stereo not drawn)
17%[6.33 µM] | Fc1ccc(CN2CCn3c(nnc3-c3ccncc3)C2)cc1
? | CCOc1cc(C2C(C(=O)OC(C)C)=C(C)Nc3nc4ccccc4n32)ccc1O (stereo not drawn)
-15% | CCOC(=O)c1cnc2c(OC)cccc2c1Nc1ccccc1C(=O)O
-17% | CC(=O)Nc1ccc(C23CC4CC(CC(Cl)(C4)C2)C3)cc1
45%[activator] | O=C(Cn1ccc2ccc(OCc3ccccc3)cc21)NC1CC1
23% | Cc1nc(-c2cn(C3CCCN(C(=O)c4ccc(Cl)s4)C3)nn2)no1 (stereo not drawn)
-20% | O=C(Nc1ccc(S(=O)(=O)Nc2cnc3ccccc3n2)cc1)c1ccccc1
? | Cc1ccc(NS(=O)(=O)c2ccc(N3CC(C(=O)O)CC3=O)cc2)cc1F (stereo not drawn)
? | CCC(C)NC(=O)c1ccc(Oc2nccnc2Sc2ccccc2)cc1 (stereo not drawn)
-3% | O=C(Cn1cc(C(F)(F)F)ccc1=O)c1ccc(C2CCCCC2)cc1
15% | COC(=O)c1ccc(COC(=O)c2c3c(nc4ccccc24)CCCC3)o1
? | O=C(Nc1ccc(F)c(Cl)c1)C1=NO[C@@H]2CN(CCc3ccccc3)C[C@H]12
43%[activator] | COc1ccc(NC(=O)Cn2ccn3nc4c(c3c2=O)CC(C)CC4)cc1OC (stereo not drawn)
? | O=c1nc(-c2ccccc2Cl)c2cc(Br)ccc2[nH]1
-1% | CN(CCc1noc(C2CC2)n1)C(=O)[C@H]1CNC[C@@H](C(=O)N2CCCC2)C1
32%[activator] | CCc1nc2c(c(-c3ccc(Cl)cc3)n1)CN(Cc1ccc(C(F)(F)F)cc1)CC2
25% | CCn1cc(S(=O)(=O)N2CCN(c3ccccc3OC)CC2)cn1
8% | CNc1nccc(N2CCC(CC(=O)N(C)CCCc3c(C)nn(C)c3C)CC2)n1
? | CCNc1cc(C)nc(Nc2ccc(NC(=O)c3ccccc3F)cc2)n1
-15% | O=C(N[C@H]1CCN2C(=O)N(c3cccc4nsnc34)C(=O)[C@@H]2C1)c1ccnc(Cl)c1
22% | C=CCOc1cccc(NC(=O)C2CC2)c1
41% | COc1ccccc1CNC(=O)c1c(OC)cc(=O)n2c1CCCC2
-1% | CO[C@@H]1COCC[C@H]1NC(=O)c1cccnc1N(C)C1CCCCC1
-4% | CCCOc1nc2ccccc2nc1C(C#N)C(=O)NCc1ccccc1 (stereo not drawn)
-107% | CN(Cc1ccccc1)S(=O)(=O)c1ccc(NC(=O)CN2CCN(c3ccc(O)cc3)CC2)cc1
5%[57.4 µM] | Cc1cc(-c2ccc(CC(=O)Nc3ccc(-c4cccnc4)cc3)cc2)ccn1
54%[activator] | O=C([C@@H]1C[C@H](Oc2cccnc2)CN1S(=O)(=O)Cc1ccccc1F)N1CCOCC1
-3% | OCc1cccc(Nc2ncnc3ccccc23)c1
-15% | COc1cccc(CN2Cc3cc(NC(=O)c4cc(OC)cc(OC)c4)ccc3OCC2=O)c1
36% | Cc1ccc(NC(=O)CN2CCN(C(=O)NCc3ccc(C)c(F)c3)CC2)cc1
16% | CCCN(Cc1cccs1)C(=O)Nc1cc(OC)c(OC)c(OC)c1
2% | CC(NC(=O)c1ccc(-c2nnc3ccc(NC(=O)C4CCC4)cn23)cc1)c1cccs1 (stereo not drawn)
84%[activator] | Fc1cccc(C2CCCCCN2Cc2cn(-c3ccccc3)nn2)c1 (stereo not drawn)
25% | Cc1ccc(OCc2nc(C3CCN(C(=O)CCc4nc5ccc(Cl)cc5[nH]4)CC3)no2)cc1
-1% | CC(C)(Oc1nn(Cc2cccc(Cl)c2)c2ccccc12)C(=O)NCC1CCOCC1
1% | Cc1oc(-c2ccccc2Cl)nc1CSc1nc2ccncc2[nH]1
26% | CN(C)c1nc2c(c(=O)[nH]1)CCN(Cc1ccc(C(F)(F)F)cc1)CC2
12% | Cc1nc(-c2ccccc2)sc1C(=O)N1CCN(Cc2ccccc2F)CC1

# Of the compounds above, these contain an aryl thioether with sulfur outside any ring:
ALOX12 inh | Compound
-13% | CSc1ccc(CN(C)C(=O)CN2CCC(c3nc4ccccc4s3)CC2)cc1
-27% | CCSc1nc2c(c(=O)[nH]1)C(C(=O)Nc1cccc(Cl)c1)CC(=O)N2 (stereo not drawn)
22% | CCN(CC)c1ccc(-c2nnc(SCCS(=O)(=O)c3ccccc3)o2)cc1
? | CCC(C)NC(=O)c1ccc(Oc2nccnc2Sc2ccccc2)cc1 (stereo not drawn)
1% | Cc1oc(-c2ccccc2Cl)nc1CSc1nc2ccncc2[nH]1
